Screening data deposited in PubChem BioAssay by several laboratories.
KCNQ1 inh = inhibitors of human KCNQ1 potassium channel; actives 1.3% (n = 310,000); CHO-K1 KCNQ1, FluxOR thallium flux fluorescence; stronger effect = higher value; B-score at 10 µM; P51787; AID 2642;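 active means compounds whose thallium flux B-score, printed positive for inhibition, exceeds three library SD while starting fluorescence stays within three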;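 further: channel opened by potassium depolarization with thallium stimulus after 20 min compound exposure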
KCNQ1 act = potentiators or activators of human KCNQ1 potassium channel; CHO-K1 KCNQ1, thallium flux FluxOR fluorescence; stronger effect = higher value; B-score at 10 µM; actives 0.35% (n = 310,000);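 active means fluorescence ratio B-score, a plate-corrected score, at least three library SD, with initial intensity B-score within 5 SD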
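Schedule – 37 °C overnight plating, 90-min dark dye load, 20-min compound pretreatment · System – stable KCNQ1 CHO-K1 line · Probe or stimulus – thallium- and potassium-containing depolarizing buffer · Measured by – kinetic FluxOR fluorescence, 10 s baseline plus 110 s post-stimulus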
KCNK3 inh = human KCNK3 channel inhibition, primary screen. O14649. CHO-KCNK3 thallium flux, FluxOR fluorescence; stronger effect = lower value. B-score at 10 µM. actives 0.84% (n = 340,000);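 active means B-score under library mean minus 4 SD, starting fluorescence ratio at most library mean plus 5 SD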;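 further: more negative B-score means stronger inhibition of thallium flux through KCNK3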
TMEM16A inh = mouse TMEM16A channel inhibition, primary screen. HEK293 TMEM16A/YFP iodide influx fluorescence, ionomycin. AID 588511. actives 1.2% (n = 310,000). Q8BHY3. normalized B-score (activity score, 25-100; higher = stronger inhibition) at 10 µM;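 active means ratio plate-corrected score three or more library SD toward inhibition, starting fluorescence score within five deviations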;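 further: score derived from kinetic fluorescence span divided by baseline fluorescence per well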
Dyrk1A ADPGlo = Dyrk1A (rat) kinase inhibition; Q63470; ADP-Glo luminescence, NFATc1 peptide; inhibition, % at 12.5 µM; actives 0.43% (n = 310,000); in the data active means inhibition above about 50%;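 further: plate controls were vehicle with enzyme for no effect and no enzyme for full effect; many of its hits are not listed in these tables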
TRPC4 agonist = activators of mouse TRPC4 channel; B-score at 10 µM; Q9QUQ5; HEK293 TRPC4beta/mu-opioid, Fluo4 calcium fluorescence; stronger effect = higher value; AID 2237; actives 0.49% (n = 310,000);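 active means B-score above 5 SD of library B-scores, and initial fluorescence ratio not above library mean plus 5 SD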;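 further: positive B-score marks a calcium rise read as TRPC4 activation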
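System – HEK293 cells stably co-expressing mouse TRPC4beta and mu-opioid receptor · Signal – Fluo4 calcium-sensitive dye fluorescence, kinetic, 1 Hz baseline · Benchmarks – buffer (low) and maximal DAMGO (high) · Read-out – B score of integrated fluorescence ratio per well · Incubation – dye loading 45 min room temperature, 110 s kinetic read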
HDAC3 inh = blocks human histone deacetylase 3; AID 2718; O15379; actives 0.15% (n = 320,000); inhibition, % at 8.3 µM; recombinant HDAC3, fluorogenic peptide/trypsin coupled, fluorescence; in the data active means inhibition above about 26%, passing the limit was not always enough; inconclusive means no clear call, values can overlap the other calls
hERG rescue = compounds protecting human hERG from proarrhythmic drug block; CHO-hERG, FluxOR thallium flux, dofetilide IC70 present; activation (rescue from dofetilide block), less the hit threshold, % at 10 µM; actives 0.51% (n = 310,000); AID 1511;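 active means activation above the mean of controls blocked by dofetilide plus 5 SD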;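 further: thallium influx through hERG after potassium depolarization seen as dye fluorescence rise; in these data hits start at about 4.7%; inactives centre near -7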
Target sequence (Q12809 whole entry, looked up): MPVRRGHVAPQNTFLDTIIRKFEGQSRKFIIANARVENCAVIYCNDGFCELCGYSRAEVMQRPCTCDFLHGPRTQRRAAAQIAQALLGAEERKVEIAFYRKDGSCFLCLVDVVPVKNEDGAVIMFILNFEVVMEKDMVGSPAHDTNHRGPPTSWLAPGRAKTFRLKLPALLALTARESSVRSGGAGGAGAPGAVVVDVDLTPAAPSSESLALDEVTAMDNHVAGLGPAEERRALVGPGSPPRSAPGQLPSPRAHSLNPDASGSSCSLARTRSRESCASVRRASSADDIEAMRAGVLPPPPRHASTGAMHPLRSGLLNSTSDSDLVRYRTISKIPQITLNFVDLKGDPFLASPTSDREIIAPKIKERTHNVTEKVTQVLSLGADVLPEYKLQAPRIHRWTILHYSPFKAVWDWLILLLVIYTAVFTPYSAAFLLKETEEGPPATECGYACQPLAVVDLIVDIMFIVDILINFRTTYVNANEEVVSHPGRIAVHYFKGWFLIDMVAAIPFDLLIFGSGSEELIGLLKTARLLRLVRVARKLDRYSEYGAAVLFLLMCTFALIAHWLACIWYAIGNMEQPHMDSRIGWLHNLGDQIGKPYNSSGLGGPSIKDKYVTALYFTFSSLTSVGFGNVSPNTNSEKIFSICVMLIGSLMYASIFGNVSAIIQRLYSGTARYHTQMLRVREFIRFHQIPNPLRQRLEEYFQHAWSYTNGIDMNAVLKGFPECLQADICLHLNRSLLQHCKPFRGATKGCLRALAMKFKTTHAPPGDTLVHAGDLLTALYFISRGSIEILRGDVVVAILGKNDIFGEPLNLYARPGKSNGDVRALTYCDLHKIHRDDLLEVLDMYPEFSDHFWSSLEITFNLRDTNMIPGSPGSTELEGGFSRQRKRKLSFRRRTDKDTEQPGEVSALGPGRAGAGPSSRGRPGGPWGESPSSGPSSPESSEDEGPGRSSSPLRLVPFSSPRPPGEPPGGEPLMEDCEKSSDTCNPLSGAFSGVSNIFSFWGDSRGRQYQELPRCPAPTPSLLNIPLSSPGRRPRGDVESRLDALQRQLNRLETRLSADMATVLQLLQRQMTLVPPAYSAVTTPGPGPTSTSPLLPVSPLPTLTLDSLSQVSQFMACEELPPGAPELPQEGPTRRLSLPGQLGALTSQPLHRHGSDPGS
TMEM16A act = mouse TMEM16A channel activation, primary screen. Q8BHY3. HEK293 TMEM16A/YFP-H148Q/I152L, iodide quench fluorescence; stronger effect = lower value. B-score at 10 µM. actives 0.3% (n = 340,000);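 active means fluorescence-ratio B-score plate-corrected deviation score at least 3 library SD below zero, with starting fluorescence score within 5 deviations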;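 further: channel opened by trigger with iodide after compound preincubation; score built on the fluorescence ratio of max minus min over baseline; more negative score means more quench and so TMEM16A activation or potentiation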
KCNK9 inh = blocks the human KCNK9 two-pore domain potassium channel; Q9NPC2; HEK293 KCNK9, FluxOR thallium flux fluorescence; stronger effect = lower value; B-score at 10 µM; actives 1.2% (n = 310,000);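 active means ratio B-score over 3 SD below the library mean, with starting fluorescence within 5 SD of its mean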;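 further: negative B-score means less thallium flux so channel inhibition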
TRPC4 potent = allosteric potentiators of mouse TRPC4 channel. Q9QUQ5. HEK293 TRPC4beta/mu-opioid, DAMGO EC20, Fluo-4 Ca2+ flux; stronger effect = higher value. B-score at 10 µM. actives 0.42% (n = 310,000). AID 2227;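 active means B-score of calcium response area above 5 SD of library B-scores, with initial fluorescence ratio within 5 SD of library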;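 further: B-score of integrated fluorescence ratio over time as area under calcium response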
The depositor's hits bear a star. These rows are one share of the data; the hit share may differ from the screen's.

`CCCCS(=O)(=O)N1CN(S(=O)(=O)CCCC)C2NC(=O)NC21` (stereo not given) gave KCNQ1 inh inactive, KCNQ1 act inactive, KCNK3 inh inactive, TMEM16A inh inactive, Dyrk1A ADPGlo -2, TRPC4 agonist inactive, HDAC3 inh 0, hERG rescue -15, TMEM16A act inactive, KCNK9 inh inactive and TRPC4 potent inactive.
`CCOc1ccc(CN2CCNC(=O)C2CC(=O)N(C)Cc2nonc2C)cc1` (stereo not given) gave KCNQ1 inh inactive, KCNQ1 act inactive, KCNK3 inh inactive, TMEM16A inh inactive, Dyrk1A ADPGlo 2, TRPC4 agonist inactive, HDAC3 inh -5, hERG rescue -9, TMEM16A act inactive, KCNK9 inh inactive and TRPC4 potent inactive.
`Cc1c(NC(=O)CSc2ccc(Cl)cc2)cccc1-c1nc2cc(Cl)ccc2o1` gave KCNQ1 inh inactive, KCNQ1 act inactive, KCNK3 inh inactive, TMEM16A inh inactive, Dyrk1A ADPGlo 0, TRPC4 agonist inactive, HDAC3 inh 3, hERG rescue -2, TMEM16A act inactive, KCNK9 inh inactive and TRPC4 potent inactive.
For CCOC(=O)C1CCN(C(=O)c2cc(S(=O)(=O)N3CCOCC3)c(Cl)cc2Cl)CC1 the results were KCNQ1 inh inactive, KCNQ1 act inactive, KCNK3 inh inactive, TMEM16A inh inactive, Dyrk1A ADPGlo -7, TRPC4 agonist inactive, HDAC3 inh -9, hERG rescue -10, TMEM16A act inactive, KCNK9 inh inactive and TRPC4 potent inactive.
For COc1ccccc1NS(=O)(=O)c1cc(NC(=S)Nc2cc(C)cc(C)c2)ccc1Cl the results were KCNQ1 inh inactive, KCNQ1 act inactive, KCNK3 inh inactive, TMEM16A inh inactive, Dyrk1A ADPGlo -1, TRPC4 agonist inactive, HDAC3 inh -2, hERG rescue -9, TMEM16A act -5.6*, KCNK9 inh inactive and TRPC4 potent inactive.
For CC1Cc2ccccc2N1C(=O)CSc1nnnn1C(C)C (stereo not given) the results were KCNQ1 inh inactive, KCNQ1 act inactive, KCNK3 inh inactive, TMEM16A inh inactive, Dyrk1A ADPGlo 1, TRPC4 agonist inactive, HDAC3 inh -4, hERG rescue -7, TMEM16A act inactive, KCNK9 inh inactive and TRPC4 potent inactive.
CN(CC(=O)Nc1ccc(F)cc1)C(=O)COc1ncnc2ccccc12 was read as KCNQ1 inh inactive, KCNQ1 act inactive, KCNK3 inh inactive, TMEM16A inh inactive, Dyrk1A ADPGlo 5, TRPC4 agonist inactive, hERG rescue -12, TMEM16A act inactive, KCNK9 inh inactive and TRPC4 potent inactive.
`CCn1c(CCNC(=O)c2cccs2)n[nH]c1=S` gave KCNQ1 inh inactive, KCNQ1 act inactive, KCNK3 inh inactive, TMEM16A inh inactive, Dyrk1A ADPGlo -1, TRPC4 agonist inactive, HDAC3 inh 3, hERG rescue -8, TMEM16A act inactive, KCNK9 inh inactive and TRPC4 potent inactive.
`CC1CN(C(=O)CCC(=O)NC2CCCCC2)c2ccccc2S1` (stereo not given) gave KCNQ1 inh inactive, KCNQ1 act inactive, KCNK3 inh inactive, TMEM16A inh inactive, Dyrk1A ADPGlo -2, TRPC4 agonist inactive, HDAC3 inh 7, hERG rescue -6, TMEM16A act inactive, KCNK9 inh inactive and TRPC4 potent inactive.
Screening Cc1cc(C)cc(NC(=O)CSc2nc(=O)n3cc(C)ccc3n2)c1 returned KCNQ1 inh inactive, KCNQ1 act inactive, KCNK3 inh inactive, TMEM16A inh inactive, Dyrk1A ADPGlo 3, TRPC4 agonist inactive, hERG rescue -11, TMEM16A act inactive, KCNK9 inh inactive and TRPC4 potent inactive.
Screening O=C(CSc1nnnn1-c1ccccc1)Nc1nsc(-c2ccc(Cl)cc2)n1 returned KCNQ1 inh inactive, KCNQ1 act inactive, KCNK3 inh inactive, TMEM16A inh inactive, Dyrk1A ADPGlo 1, TRPC4 agonist inactive, HDAC3 inh 4, hERG rescue -4, TMEM16A act inactive, KCNK9 inh inactive and TRPC4 potent inactive.
COc1ccc(OC)c(NC(=O)CCN2CCCC(C)C2)c1 (stereo not given) was read as KCNQ1 inh inactive, KCNQ1 act inactive, KCNK3 inh inactive, TMEM16A inh inactive, Dyrk1A ADPGlo -2, TRPC4 agonist inactive, HDAC3 inh -1, hERG rescue 0, TMEM16A act inactive, KCNK9 inh inactive and TRPC4 potent inactive.
For Cc1ccc(NC(=S)NC(=O)c2ccc(F)cc2)cc1S(=O)(=O)Nc1ccccc1Cl the results were KCNQ1 inh inactive, KCNQ1 act inactive, KCNK3 inh inactive, TMEM16A inh inactive, Dyrk1A ADPGlo 6, TRPC4 agonist inactive, HDAC3 inh 2, hERG rescue -7, TMEM16A act inactive, KCNK9 inh inactive and TRPC4 potent inactive.
For CCn1cc(C(=O)OCC(=O)c2ccc(Cl)cc2)c(=O)c2ccc(C)nc21 the results were KCNQ1 inh inactive, KCNQ1 act inactive, KCNK3 inh inactive, TMEM16A inh inactive, Dyrk1A ADPGlo 1, TRPC4 agonist inactive, HDAC3 inh 15, hERG rescue -11, TMEM16A act inactive, KCNK9 inh inactive and TRPC4 potent inactive.
For N=c1oc2ccccc2cc1-c1nc(-c2ccc(Cl)cc2)cs1 the results were KCNQ1 inh inactive, KCNQ1 act inactive, KCNK3 inh inactive, TMEM16A inh inactive, Dyrk1A ADPGlo 14, TRPC4 agonist inactive, HDAC3 inh -3, hERG rescue -3, TMEM16A act inactive, KCNK9 inh inactive and TRPC4 potent inactive.
CN1CCN(C2Cc3ccc(F)cc3Sc3cc(F)c(Cl)cc32)CC1 (stereo not given) was read as KCNQ1 inh inactive, KCNQ1 act inactive, KCNK3 inh inactive, TMEM16A inh inactive, Dyrk1A ADPGlo 4, TRPC4 agonist inactive, HDAC3 inh 6, hERG rescue -14, TMEM16A act inactive, KCNK9 inh inactive and TRPC4 potent inactive.
CC1(C(=O)OCC(=O)N2c3ccccc3Sc3ccccc32)CC1(Cl)Cl (stereo not given) was read as KCNQ1 inh 7*, KCNQ1 act inactive, KCNK3 inh inactive, TMEM16A inh inactive, Dyrk1A ADPGlo -2, TRPC4 agonist inactive, HDAC3 inh 9, hERG rescue -3, TMEM16A act inactive, KCNK9 inh inactive and TRPC4 potent inactive.
For OC(CNCc1ccc(Cl)c(Cl)c1)c1ccccc1 (stereo not given) the results were KCNQ1 inh inactive, KCNQ1 act inactive, KCNK3 inh inactive, TMEM16A inh inactive, Dyrk1A ADPGlo -5, TRPC4 agonist inactive, HDAC3 inh 3, hERG rescue -11, TMEM16A act inactive, KCNK9 inh inactive and TRPC4 potent inactive.
Screening COc1ccc(C(CC(=O)c2ccccc2)S(=O)(=O)c2ccccc2)cc1 (stereo not given) returned KCNQ1 inh inactive, KCNQ1 act inactive, KCNK3 inh inactive, TMEM16A inh inactive, Dyrk1A ADPGlo 0, TRPC4 agonist inactive, HDAC3 inh inconclusive, hERG rescue -3, TMEM16A act inactive, KCNK9 inh inactive and TRPC4 potent inactive.
Screening O=C(CC(=O)NC1CCCCC1)N/N=C/c1ccc(Cl)cc1 returned KCNQ1 inh inactive, KCNQ1 act inactive, KCNK3 inh inactive, TMEM16A inh inactive, Dyrk1A ADPGlo 3, TRPC4 agonist inactive, HDAC3 inh 0, hERG rescue -5, TMEM16A act inactive, KCNK9 inh inactive and TRPC4 potent inactive.
`Cc1ccc(NS(=O)(=O)c2cccc(C(=O)NCCCN3CCCC3=O)c2)cc1` gave KCNQ1 inh inactive, KCNQ1 act inactive, KCNK3 inh inactive, TMEM16A inh inactive, Dyrk1A ADPGlo 18, TRPC4 agonist inactive, HDAC3 inh -15, hERG rescue -12, TMEM16A act inactive, KCNK9 inh inactive and TRPC4 potent inactive.
Cn1c2c(c(=O)n(C)c1=O)C1c3ccccc3OCC1C(C)(C)O2 (stereo not given) was read as KCNQ1 inh inactive, KCNQ1 act inactive, KCNK3 inh inactive, TMEM16A inh inactive, Dyrk1A ADPGlo 13, TRPC4 agonist inactive, HDAC3 inh 5, hERG rescue -9, TMEM16A act inactive, KCNK9 inh inactive and TRPC4 potent inactive.
Screening O=C(CCN1CCOCC1)c1ccc(Cl)cc1 returned KCNQ1 inh inactive, KCNQ1 act inactive, KCNK3 inh inactive, TMEM16A inh inactive, TRPC4 agonist inactive, HDAC3 inh -4, hERG rescue -22, TMEM16A act inactive, KCNK9 inh inactive and TRPC4 potent inactive.
`O=C(Nn1cnnc1)c1cccc(S(=O)(=O)N2CCOCC2)c1` gave KCNQ1 inh inactive, KCNQ1 act inactive, KCNK3 inh inactive, TMEM16A inh inactive, Dyrk1A ADPGlo -3, TRPC4 agonist inactive, HDAC3 inh 0, hERG rescue -9, TMEM16A act inactive, KCNK9 inh inactive and TRPC4 potent inactive.
`Cc1ccc(-n2c(C)cc(C(=O)COC(=O)c3ccc[nH]c3=O)c2C)cc1` gave KCNQ1 inh inactive, KCNQ1 act inactive, KCNK3 inh inactive, TMEM16A inh inactive, Dyrk1A ADPGlo 4, TRPC4 agonist inactive, HDAC3 inh 2, hERG rescue -5, TMEM16A act inactive, KCNK9 inh inactive and TRPC4 potent inactive.
`CCOC(=O)c1cnc(-n2nc(C)cc2C)nc1NC1CCCC1` gave KCNQ1 inh inactive, KCNQ1 act inactive, KCNK3 inh -9.4*, TMEM16A inh 25*, Dyrk1A ADPGlo 6, TRPC4 agonist inactive, HDAC3 inh -2, hERG rescue -30, TMEM16A act inactive, KCNK9 inh inactive and TRPC4 potent inactive.
CC1(c2ccc3c(c2)OCO3)NC(=O)N(CC(=O)c2ccc[nH]2)C1=O (stereo not given) was read as KCNQ1 inh inactive, KCNQ1 act inactive, KCNK3 inh inactive, TMEM16A inh inactive, Dyrk1A ADPGlo -1, TRPC4 agonist inactive, HDAC3 inh -5, hERG rescue -12, TMEM16A act inactive, KCNK9 inh inactive and TRPC4 potent inactive.
Screening Cc1c(C(=O)OC(C)C)sc(NC(=O)c2cccnc2)c1C#N returned KCNQ1 inh 9*, KCNQ1 act inactive, KCNK3 inh inactive, TMEM16A inh 100*, Dyrk1A ADPGlo 2, TRPC4 agonist inactive, HDAC3 inh -6, hERG rescue -10, TMEM16A act inactive, KCNK9 inh inactive and TRPC4 potent inactive.
Screening CCCc1[nH]nc2c1C(C1CCCCC1)C(C#N)=C(N)O2 (stereo not given) returned KCNQ1 inh inactive, KCNQ1 act inactive, KCNK3 inh inactive, TMEM16A inh inactive, Dyrk1A ADPGlo 4, TRPC4 agonist inactive, HDAC3 inh -4, hERG rescue -8, TMEM16A act inactive, KCNK9 inh inactive and TRPC4 potent inactive.
